Screens from PubChem.
KCNK9 inh: inhibitors of human KCNK9 two-pore domain potassium channel. Q9NPC2. HEK293 KCNK9, FluxOR thallium flux fluorescence; stronger effect = lower value. B-score at 10 µM. 1.2% of 310,000 active. AID 488922;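 active = ratio B-score over 3 SD below the library mean, with starting fluorescence within 5 SD of its mean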;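 also: negative B-score means less thallium flux so channel inhibition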
Target sequence (Q9NPC2 whole entry, looked up, the tested form may be a part): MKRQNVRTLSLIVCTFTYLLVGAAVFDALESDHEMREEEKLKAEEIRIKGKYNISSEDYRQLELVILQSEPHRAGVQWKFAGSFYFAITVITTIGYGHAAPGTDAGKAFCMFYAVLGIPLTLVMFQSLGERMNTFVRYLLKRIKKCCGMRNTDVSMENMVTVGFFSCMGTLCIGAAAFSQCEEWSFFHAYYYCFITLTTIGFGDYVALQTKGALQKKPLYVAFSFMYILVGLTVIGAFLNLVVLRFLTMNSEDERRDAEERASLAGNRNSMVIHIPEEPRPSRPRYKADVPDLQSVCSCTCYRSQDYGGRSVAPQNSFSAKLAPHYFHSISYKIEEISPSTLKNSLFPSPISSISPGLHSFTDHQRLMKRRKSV
MrgX1 ag: activates human MrgX1 receptor signaling. Q96LB2. MrgX1-HEK293 cells, Fluo-4 calcium fluorescence, agonist mode; stronger effect = higher value. B-score at 10 µM. 0.44% of 310,000 active. AID 588627;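 active = calcium response B-score plate-corrected fluorescence ratio at least 3 library SD, with starting fluorescence B-score inside 5 SD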
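Test system: HEK293 cells stably expressing human MrgX1 receptor; amount: 15,000 cells per well; doses: compound delivered in addition one of three; times: overnight plating before 1 h dye loading; detection: Fluo-4 NW calcium-flux fluorescence, kinetic read; read-out basis: B-scored fluorescence response ratio; controls: positive and negative controls per plate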
KCNQ1 block: blocks the human KCNQ1 potassium channel. P51787. CHO-K1 KCNQ1, FluxOR thallium flux fluorescence; stronger effect = higher value. B-score at 10 µM. 1.3% of 310,000 active. AID 2642;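 active = compounds whose thallium flux B-score, printed positive for inhibition, exceeds three library SD while starting fluorescence stays within three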;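 also: channel opened by potassium depolarization with thallium stimulus after 20 min compound exposure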
RGS4 act: RGS4 potentiation or activation. HEK293 M3R/inducible RGS4, carbachol calcium flux Fluo4; stronger effect = lower value. AID 463111. 0.92% of 310,000 active. B-score at 10 µM;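 active = B-score of the integrated calcium signal more than 4 SD below the library mean, with starting fluorescence not abnormally high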;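 also: negative B-score means reduced calcium response which marks RGS4 activation or potentiation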
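Material: Inducible-RGS4 HEK293 cells carrying M3 receptor; also added: carbachol at ECmax as muscarinic agonist stimulus; incubation: compound preincubation 20 min at room temperature before agonist; signal: Fluo4-AM (2 µM) calcium-flux fluorescence, kinetic read; measure: integrated calcium ratio converted to B score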
KCNK3 inh: human KCNK3 channel inhibition, primary screen; O14649; CHO-KCNK3 thallium flux, FluxOR fluorescence; stronger effect = lower value; B-score at 10 µM; 0.84% of 340,000 active;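 active = B-score under library mean minus 4 SD, starting fluorescence ratio at most library mean plus 5 SD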;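 also: more negative B-score means stronger inhibition of thallium flux through KCNK3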
Target sequence (O14649 whole entry, looked up): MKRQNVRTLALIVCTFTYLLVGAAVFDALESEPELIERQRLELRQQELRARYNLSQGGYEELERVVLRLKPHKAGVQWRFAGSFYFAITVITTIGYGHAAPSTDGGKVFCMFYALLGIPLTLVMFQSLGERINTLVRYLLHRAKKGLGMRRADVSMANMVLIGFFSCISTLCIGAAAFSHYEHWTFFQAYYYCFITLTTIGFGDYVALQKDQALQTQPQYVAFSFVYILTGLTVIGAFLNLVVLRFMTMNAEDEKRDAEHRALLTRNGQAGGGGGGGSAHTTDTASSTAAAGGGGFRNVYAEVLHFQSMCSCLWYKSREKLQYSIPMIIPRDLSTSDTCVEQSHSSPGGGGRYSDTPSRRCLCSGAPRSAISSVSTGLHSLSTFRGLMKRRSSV
RGS4 block: human RGS4 inhibition; HEK293 M3R/RGS4 inducible, Fluo-4 calcium flux; stronger effect = higher value; triggered by carbachol at its EC20; 0.45% of 310,000 active; P49798; B-score at 10 µM;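 active = B-score, a plate-corrected calcium signal, over three deviations above library mean, with baseline fluorescence within five deviations of library mean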;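 also: RGS4 expression induced by doxycycline in cells with stable M3 receptor; B-score is computed from the integrated fluorescence ratio over baseline after carbachol; higher B-score means a larger calcium signal and so more RGS4 inhibition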
Target sequence (P49798 whole entry, looked up): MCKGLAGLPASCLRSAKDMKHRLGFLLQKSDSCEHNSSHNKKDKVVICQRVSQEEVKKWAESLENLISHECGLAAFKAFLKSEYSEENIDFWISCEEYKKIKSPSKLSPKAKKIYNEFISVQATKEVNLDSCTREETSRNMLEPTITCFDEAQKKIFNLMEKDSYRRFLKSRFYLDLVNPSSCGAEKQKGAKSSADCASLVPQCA
KCNQ1 pot: human KCNQ1 channel potentiation or activation; AID 2648; 0.35% of 310,000 active; P51787; B-score at 10 µM; CHO-K1 KCNQ1, thallium flux FluxOR fluorescence; stronger effect = higher value;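 active = fluorescence ratio B-score, a plate-corrected score, at least three library SD, with initial intensity B-score within 5 SD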
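assay system = KCNQ1-transfected CHO-K1 cells | medium = assay buffer with matched DMSO | probe or stimulus = depolarizing K+/Tl+ stimulus, K2SO4 and Tl2SO4 each 12.5 mM in 5x stock | dosing = single dose | incubation = dye 90 min, compound 20 min, room temperature | detection = kinetic FluxOR fluorescence, 10 s baseline plus 110 s post-stimulus | evaluation = ratio B score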
hERG protect: shields human hERG channel from block by proarrhythmic agents; 0.51% of 310,000 active; Q12809; activation (rescue from dofetilide block), less the hit threshold, % at 10 µM; CHO-hERG, FluxOR thallium flux, dofetilide IC70 present;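 active = activation above the mean of controls blocked by dofetilide plus 5 SD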;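 also: thallium influx through hERG after potassium depolarization seen as dye fluorescence rise; in these data hits start at about 4.7%; inactives centre near -7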
ANO1 activ: activates or potentiates the mouse TMEM16A chloride channel. HEK293 TMEM16A/YFP-H148Q/I152L, iodide quench fluorescence; stronger effect = lower value. B-score at 10 µM. 0.3% of 340,000 active;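 active = fluorescence-ratio B-score plate-corrected deviation score at least 3 library SD below zero, with starting fluorescence score within 5 deviations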;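 also: channel opened by trigger with iodide after compound preincubation; score built on the fluorescence ratio of max minus min over baseline; more negative score means more quench and so TMEM16A activation or potentiation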
MrgX1 PAM: allosterically activates human MrgX1 receptor signaling; Q96LB2; MrgX1-HEK293, Fluo-4 calcium flux, FDSS; stronger effect = higher value; B-score at 10 µM; 0.63% of 310,000 active;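 active = plate-corrected calcium response at least 3 library SD above typical, normal starting fluorescence, not activating the receptor alone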;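 also: compound read alongside a low EC10 to EC30 dose of BAM8-22 agonist; peak minus trough fluorescence over baseline measured at the second addition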
ANO1 block: blocks the mouse calcium-activated chloride channel TMEM16A; Q8BHY3; HEK293 TMEM16A/YFP iodide influx fluorescence, ionomycin; AID 588511; normalized B-score (activity score, 25-100; higher = stronger inhibition) at 10 µM; 1.2% of 310,000 active;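 active = ratio plate-corrected score three or more library SD toward inhibition, starting fluorescence score within five deviations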;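 also: score derived from kinetic fluorescence span divided by baseline fluorescence per well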
* hit, by the source's call; i = inactive; . = not tested or not shown.

SMILES	KCNK9 inh	MrgX1 ag	KCNQ1 block	RGS4 act	KCNK3 inh	RGS4 block	KCNQ1 pot	hERG protect	ANO1 activ	MrgX1 PAM	ANO1 block
COc1ccc2c(c1)cc(C(=O)N[C@H](C(=O)N1CCC[C@H]1C(=O)O)C(C)C)n2C	i	i	i	i	i	i	i	-4	i	i	i
CCOC(=O)c1c(CSc2ccc(C)cc2)n(C)c2cc(Br)c(O)c(CN(C)C)c12	i	i	i	i	i	i	i	-28	i	i	i
CCN1C(=O)/C(=C2/Sc3ccccc3N2CC)S/C1=N\c1ncn[nH]1	i	i	i	i	i	i	i	-26	i	i	i
Cc1ccn2cc(C34CC5CC(CC(C5)C3)C4)nc2c1	i	i	i	i	i	i	i	-14	i	i	i
Cc1cc2nn(-c3cccc4ccccc34)nc2cc1N	i	i	i	i	i	i	i	-14	i	i	i
Cc1cc(C)cc(NC2=NCC(=O)N2Cc2ccccc2)c1	i	i	i	i	i	5.3*	i	-8	i	i	i
CCOC(=O)c1ccc(NC(=O)CC2COc3ccccc3O2)cc1 (configuration not stated)	i	i	i	i	i	i	i	-12	i	i	i
O=C(O)CC(NC(=O)C12CC3CC(CC(C3)C1)C2)c1cccc(Cl)c1 (configuration not stated)	i	i	i	i	i	i	i	-2	i	i	i
CCN(CCC#N)c1ccc(/C=N/Nc2nc(C)cc(=O)[nH]2)c(C)c1	i	i	i	i	i	i	i	-7	i	i	i
O=c1c2oc3ccccc3c2ncn1Cc1ccccc1F	i	i	i	i	i	i	i	-8	i	i	i
COc1cccc(C(=O)N=c2sc3cc(S(C)(=O)=O)ccc3n2C)c1	i	i	i	i	i	i	i	-9	i	i	i
Cc1cccc(NC(=O)/C=C/c2ccc([N+](=O)[O-])s2)c1	i	i	i	i	i	i	i	-7	i	i	i
Cc1cc(C)n(C(=O)CCNC(=O)c2ccccc2Br)n1	i	i	i	i	i	i	i	-6	i	i	i
COc1ccc(C2c3[nH]c4ccccc4c3CCN2Cc2cccn2-c2ncccn2)cc1C (configuration not stated)	-18*	i	i	i	-13*	i	i	-20	i	i	i
COc1cc([C@H]2[C@@H]3CCCC[C@]3(O)CCN2CC(=O)Nc2ccc(C)cc2C)ccc1O	i	i	i	i	i	i	i	-16	i	i	i
Cc1nnsc1-c1c(C(=O)Oc2ccccc2)c(C)nn1-c1ccccc1	i	i	i	i	i	i	i	-5	i	i	i
CCOCc1nnc(NC(=O)c2c(-c3ccccc3)noc2C)s1	i	.	i	i	i	i	i	-8	i	.	.
CCOC(=O)C(CCCOc1cccc(CC)c1)C(=O)OCC	i	i	i	i	-10*	i	i	-5	i	i	i
O=C(CN1CCOCC1)Nc1ccc([N+](=O)[O-])cc1	i	i	i	i	i	i	i	-1	i	i	i
COc1ccc(/C=N/n2cnnc2SCCO)cc1OC	i	i	i	i	i	i	i	-8	i	i	i
Cc1ccc(-n2c(SCC(=O)NCC3CCCO3)nc3ccccc3c2=O)cc1C (configuration not stated)	i	i	i	i	i	i	i	-17	i	i	i
O=C(CCn1c(=O)sc2ccccc21)Nc1cccnc1	i	i	i	i	i	i	i	1	i	i	i
COCCNC(=O)CN1C(=O)NC2(CCCCCC2)C1=O	i	i	i	i	i	i	i	-4	i	i	i
CCCCn1c(O)c(C=NCCCN(C)C)c(=O)[nH]c1=O	i	i	i	i	i	i	i	-4	i	i	i
CCCn1c(C(C)NC(=O)c2ccccc2)nc2ccccc21 (configuration not stated)	i	.	i	i	i	i	i	-8	i	.	.
O=C(COc1cccc2cccnc12)NNC(=S)Nc1ccccc1	i	i	i	i	.	i	i	-18	.	i	i
CC(=O)Nc1ccc(-n2nnnc2SCC(=O)NCc2cccs2)cc1	i	i	i	i	i	i	i	-17	i	i	i
Cc1nc(SCC(=O)O)c2oc3ccccc3c2n1	i	i	i	i	i	i	i	-3	i	i	i
Cc1ccc(-n2ncc3c(=O)n(-c4ccc(C)c(C)c4)c(C)nc32)cc1	i	i	i	i	i	i	i	-5	i	i	i
COc1ccc(CN2CCC(C(=O)c3cccc(Cl)c3)CC2)cc1	i	i	i	i	i	i	i	-13	i	i	i

3 compounds already listed, ordered by length of the SMILES, falling.
SMILES	KCNK9 inh	MrgX1 ag	KCNQ1 block	RGS4 act	KCNK3 inh	RGS4 block	KCNQ1 pot	hERG protect	ANO1 activ	MrgX1 PAM	ANO1 block
Cc1ccc(-n2ncc3c(=O)n(-c4ccc(C)c(C)c4)c(C)nc32)cc1	i	i	i	i	i	i	i	-5	i	i	i
CCCCn1c(O)c(C=NCCCN(C)C)c(=O)[nH]c1=O	i	i	i	i	i	i	i	-4	i	i	i
Cc1nc(SCC(=O)O)c2oc3ccccc3c2n1	i	i	i	i	i	i	i	-3	i	i	i

The listing continues:
SMILES	KCNK9 inh	MrgX1 ag	KCNQ1 block	RGS4 act	KCNK3 inh	RGS4 block	KCNQ1 pot	hERG protect	ANO1 activ	MrgX1 PAM	ANO1 block
CCN(CC(=O)Nc1ccc(C)c(S(=O)(=O)N(C)C)c1)Cc1ccccc1	i	i	i	i	i	i	i	-12	i	i	i
Cc1ccc(-c2nnc(CSc3nnc(COc4cccc5ccccc45)n3-c3ccccc3)o2)cc1	i	i	i	i	i	i	i	-2	i	i	i
CN(C)S(=O)(=O)c1cccc(NC(=O)CSc2ncnc3ccccc23)c1	i	i	i	i	i	i	i	-12	i	i	25*
CCN(CC(=O)Nc1ccc(NC(C)=O)cc1)C(=O)c1cccc(S(=O)(=O)N2CCc3ccccc3C2)c1	i	i	i	i	i	i	i	-4	i	i	i
Nc1sccc1C(=O)c1ccccc1	i	i	i	i	.	i	i	-2	.	i	i
CCCCSc1nc(N)c(C#N)c(-c2cccs2)c1C#N	i	i	i	i	i	i	i	-9	i	i	i
O/N=C1\CC(O)Cc2nonc21 (configuration not stated)	i	i	i	i	i	i	i	-6	i	i	i
O=C(c1ccccc1)N1CCN(C(=O)c2cc3ccccc3oc2=O)CC1	i	i	i	i	i	i	i	-7	i	i	i
Cc1ccc(-c2nc3cccnc3s2)cc1NC(=O)c1ccco1	i	i	i	i	i	i	i	-8	i	i	i
CSc1ccc(N/N=C(/C#N)S(=O)(=O)C(C)(C)C)cc1	i	i	i	i	i	i	i	-4	i	i	i
CN(Cc1ccccc1)S(=O)(=O)c1ccc(C(=O)Nc2nnc(C3CC3)o2)cc1	i	i	i	i	i	i	i	-3	i	i	i
CC(C)(C)c1csc(NC(=O)Cn2c(=O)oc3ccccc32)n1	.	i	.	.	i	.	.	.	i	i	i
CCCN1CCN(c2ncnc3c2nnn3Cc2ccccc2)CC1	i	i	i	i	i	i	i	-4	i	i	i
Cc1cc(NC(=O)C2C3C(=O)N(Cc4ccc(Cl)cc4)C(C(=O)NC(C)(C)C)C34C=CC2(C)O4)no1 (configuration not stated)	i	i	i	i	i	i	i	-5	i	i	i
COc1ccc(/C=C2/NC(=O)N(CC(=O)Nc3cccc(C)c3)C2=O)cc1O	i	i	i	i	i	i	i	-5	i	i	i
O=C(COc1ccc([N+](=O)[O-])cc1)Nc1ccc(N2CCCC2)cc1	i	i	i	i	i	i	i	-2	i	i	i
COc1ccc(S(=O)(=O)Nc2ccc3c(c2)OCO3)cc1Cl	i	i	i	i	i	i	i	-13	i	i	i
O=C1N/C(=C/c2cccn2-c2ccccc2)C(=O)N1Cc1ccccc1F	i	i	i	i	i	i	i	-8	i	i	i
CCOc1ccccc1CN1CCN(Cc2cn(C)nc2-c2ccccc2)CC1CCO (configuration not stated)	i	i	i	i	i	i	i	-7	i	i	i
CCOc1cccc(NC(=O)c2cnccc2C(F)(F)F)c1	i	i	i	i	i	i	i	-11	i	i	i
O=C(Cn1cnc2ccccc2c1=O)Nc1ccc(S(=O)(=O)N2CCCC2)cc1	i	i	i	i	i	i	i	-10	i	i	i
Cc1ccc(N(CC(=O)NC2CCCC2)C(=O)Cn2nnc(-c3ccccc3F)n2)cc1	i	i	i	i	i	i	i	-9	i	i	i
Cc1c(OC(C)C(=O)N[C@H](C(=O)O)c2ccccc2)ccc2c3c(c(=O)oc12)CCCC3 (some centres not stated)	i	i	i	i	i	i	i	-4	i	i	i
CC(=O)Nc1ccc(NC(=O)CN(c2cccc([N+](=O)[O-])c2)S(C)(=O)=O)cc1	i	i	i	i	i	i	i	-17	i	i	i
O=C(Nc1ccccc1C(=O)Nc1ccccc1)c1cccs1	i	i	i	i	i	i	i	-1	i	i	i
O=C(Cn1nc(-c2ccccc2)ccc1=O)N1CCCCC1	i	i	i	i	i	i	i	-10	i	i	i
CCCOc1ccc(C(=O)Nc2ccc(N3CCN(C(=O)c4ccco4)CC3)cc2)cc1	i	i	i	i	i	i	i	-12	i	i	i
Cc1cccc(C(C(=O)NCc2ccc(F)cc2)N(C(=O)c2csnn2)C2CC2)c1 (configuration not stated)	i	i	i	i	i	i	i	-6	i	i	i
Cc1cc(C)nc(NC(=O)C(c2ccccc2)c2ccccc2)n1	i	i	i	i	i	i	i	-4	i	i	i
Cc1cc(OCC(=O)N2CCC(O)(c3ccc(Cl)cc3)CC2)c2c(C)cc(=O)oc2c1	i	i	i	i	i	i	i	-6	i	i	i
COc1cc(OC)cc(C(=O)Nc2ccc(S(=O)(=O)Nc3cc(C)on3)cc2)c1	i	i	i	i	i	i	i	-8	i	i	i
Cc1cccc(C)c1OCC(O)CNS(=O)(=O)c1ccccc1C(=O)N1CCCCC1 (configuration not stated)	i	i	i	i	i	i	i	-15	i	i	i
Cc1ccc2nc(-c3ccc(N)cc3)sc2c1	i	i	i	i	i	5.6*	i	-3	i	i	i
O=C(NNc1c(Cl)cncc1Cl)c1sccc1Cl	i	i	i	i	i	i	i	-8	i	i	i
Cc1cccc(CN2CCc3c(OCC(=O)N4CCCc5ccccc54)cccc3C2=O)c1	i	i	i	i	i	i	i	-10	i	i	i
CCOC(=O)C1CCCN(C(=O)c2cc(-c3ccc(C)cc3)on2)C1 (configuration not stated)	i	i	i	i	i	i	i	-3	i	i	i
